Pf growth 48h: inhibits P. falciparum growth in the first generation, 48 h; 310,000 compounds, 5.9% hits; AID 504832; Potency, µM (series often up to 28.7 µM), for the others: at the highest dose activity change, negative = inhibition, actives largely listed as inhibitors; P. falciparum luciferase growth in erythrocytes, 48 h; note: potency is the fitted concentration of half-maximal effect; % is set by controls: 0 for no effect and ±100 for the full control effect
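First compound was added to culture medium, then infected red cells at 0.1% parasitemia and 2% hematocrit (final). After incubation at 37 C under 5% CO2, luciferase detection reagent was dispensed and light output recorded.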
HCV inhibitor: blocks hepatitis C virus. Potency, µM (doses to about 41.8 µM), without a hit: at the top dose activity change, negative = inhibition, usual class: inhibitors. Huh7.5.1 HCVcc-Cre infection, luciferase reporter, 44 h. 340,000 compounds, 3.4% hits; note: potency is the fitted concentration of half-maximal effect; % is set by controls: 0 for no effect and ±100 for the full control effect
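Reporter virus HCVcc-Cre (~0.5 moi) infects cells exposed to compound; seeding density 1,000 cells/well with 4 h settling beforehand. Luminescence, 15 sec read, taken 44 h post-infection following a 15 min RT substrate incubation.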
CHX counter: affects cycloheximide protein synthesis inhibition readout, counter-screen; 300,000 compounds, 12% hits; max response, %; cell reporter, cycloheximide protein synthesis inhibition counterscreen; in the data active = max response mostly above about 13%, no sharp cut-off; inactive = mostly below about 14%; note: read at 38.3 µM for the half of the compounds with a filed dose; 0% is about no effect
Pf growth 96h: P. falciparum growth inhibition at 96 hour, primary screen for plastid delayed-death inhibitors; Potency, µM (doses to about 28.7 µM), for inactives: at the highest dose activity change, negative = inhibition, usual class: inhibitors; AID 504834; P. falciparum luciferase reporter growth, 96 h; 320,000 compounds, 6.9% hits; note: potency is the fitted concentration of half-maximal effect; % is set by controls: 0 for no effect and ±100 for the full control effect
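Two-generation exposure (96 h) targets delayed-death phenotype. Reporter parasites carrying integrated firefly luciferase, in red cells at 2% hematocrit and 0.05% parasitemia final, kept at 37 C, 5% CO2; luminescence loss indicates inhibition.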
Shiga inhibitor: blocks Shiga toxin action in Vero cells; inhibition, % at 38.7 µM; 290,000 compounds, 9.2% hits; Vero cells, Shiga toxin protein synthesis inhibition reporter; in the data active = inhibition mostly above about 28%, no sharp cut-off; inactive = mostly below about 43%; note: 0% is about no effect
FBPA Giardia inh: Giardia lamblia aldolase inhibition; purified Giardia FBPA; 290,000 compounds, 0.71% hits; A8B2U2; Potency, µM (doses to about 59.6 µM), for inactives: top-dose activity, negative = inhibition, most hits filed as inhibitors; note: potency is the fitted concentration of half-maximal effect; % is set by controls: 0 for no effect and ±100 for the full control effect; nearly all actives have a fitted effect of over 55% in size
Target sequence (A8B2U2 whole entry, looked up): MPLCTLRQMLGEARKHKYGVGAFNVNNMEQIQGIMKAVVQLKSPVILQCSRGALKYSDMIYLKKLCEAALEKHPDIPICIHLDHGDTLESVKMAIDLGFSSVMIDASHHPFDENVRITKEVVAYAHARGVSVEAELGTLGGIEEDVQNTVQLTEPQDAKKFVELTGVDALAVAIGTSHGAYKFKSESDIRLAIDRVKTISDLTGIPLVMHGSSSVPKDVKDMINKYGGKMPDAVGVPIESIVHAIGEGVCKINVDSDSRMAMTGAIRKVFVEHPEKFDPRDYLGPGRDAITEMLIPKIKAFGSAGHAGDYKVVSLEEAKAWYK
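40 nM FBPA preincubated 10 min at RT with compound (up to 57.5 uM final), then substrate plus GAPDH/TPI/NAD/arsenate coupling and diaphorase/resazurin added. Fluorescence read after 20 min at RT, 525/598 nm.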
Active calls of the source: *; ? = inconclusive; / = no result given; & = joins results of further samples; [ ] = remark or other dose. Unless noted, calls come from the whole dose curve; as a rule, active = well fitted curve in the direction sought with a large enough effect; inconclusive = small, poorly fitted or top-dose-only effect, or another doubt; inactive = no such curve, though single readings can be large; an effect the other way counts as inactive or inconclusive.

SMILES	Pf growth 48h	HCV inhibitor	CHX counter	Pf growth 96h	Shiga inhibitor	FBPA Giardia inh
Cc1nc(SCC(=O)NCCc2ccccc2)nc(C)c1C	/	3%	10	-9%	-6	2%
O=C(NNC(=O)c1cc2cc3ccccc3nc2s1)c1ccc(F)cc1	70%[activator]	9%	-4	38%[activator]	6	0%
Cc1cc(C)c2nc(SCC(=O)Nc3cc(C)on3)c(C)cc2c1	-23%	11%	-2	-1%	-8	3%
Cc1ccc(S(=O)(=O)NCCC(=O)OCC(=O)NCCc2ccccc2)cc1C	8%	-1%	/	11%	/	/
CCN(CC(=O)NC1CCCC1)S(=O)(=O)c1ccc(F)cc1	?	-1%	5	3%	1	11%
CCOc1ccc(CC(=O)N/N=C(\C)c2cccnc2)cc1	-12%	-12%	4	-22%	-9	18%
Fc1ccc(-c2c[nH]c(=S)n2Cc2ccccc2)cc1	10µM*	-13%	-3	?	-3	-3%
Cc1ccc2nc(Cl)c(C3CC(c4cccs4)=NN3C(=O)CCCC(=O)O)cc2c1 (stereo unspecified)	2%	8%	2	-9%	13	8%
Cc1ccc(-n2c(O)c(/C=N/NC(=O)c3ccncc3)c(=O)[nH]c2=O)cc1C	15%	8%	-4	-14%	10	-6%
CC(C)c1ccc(C2=NN(c3ccccc3)C(=O)CC2)cc1	?	4%	-1	?	9	-4%
CCCOc1ccc(CN(C(=O)c2cccc(OC)c2)C2CCS(=O)(=O)C2)cc1 (stereo unspecified)	-15%	15%	-3	?	-5	/
CN(C)c1ccc(N=Nc2ccccc2C(=O)OCC(=O)N2CCCC2)cc1	?	?	2	13µM*	11	0%
CC(C)(CO)C(O)C(=O)NCCC#N (stereo unspecified)	6%	18%	-2	?	29	-1%
COc1ccc2cc(/C=C/C(=O)N3CCN(CC(=O)N4CCCCCC4)CC3)ccc2c1	6.6µM*	?	37*	?	44*	3%
O=C(OCCc1ccccc1)c1cc(O)c(O)c(O)c1	-31%	?	/	-9%	/	/
Cc1ccc(N(C(=O)C(F)(F)F)C(C(=O)NC2CCCCC2)c2cccs2)cc1C (stereo unspecified)	34%[activator]	15%	1	9%	24	4%
C=CCNC(=O)Nc1ccc2oc(C)nc2c1	34%[activator]	15%	6	/	15	-7%
CC(=O)NC(Cc1ccccc1)Cc1ccccc1	7%	14%	-1	54%[activator]	-5	0%
CCCCCNC(=O)C(=O)C1C(=O)Nc2ccccc21 (stereo unspecified)	18%	20%	-1	52%[activator]	0	0%
Cc1ccc(C2NC(=O)c3sc(=S)n(-c4ccccc4)c3N2)cc1 (stereo unspecified)	-5%	-27%	18	-6%	14	1%
Cc1c(Br)c([N+](=O)[O-])nn1CC(=O)N1CCN(C23CC4CC(CC(C4)C2)C3)CC1	?	-10%	1	37%[activator]	10	3%
N#C/C(=C(/O)CCl)c1nnc2n1CCCCC2	-18%	-13%	-1	-10%	-4	-30%
O=[N+]([O-])c1ccc(/C=C/c2ccc3cccc([N+](=O)[O-])c3n2)cc1	1%	-9%	22*	-4%	24	-12%
Cc1ccsc1C(=O)C1CCCN(Cc2cc(C(C)C)n[nH]2)C1 (stereo unspecified)	?	1%	10	9%	-3	-17%
CC(=O)N1CCN(c2ccc(NC(=O)c3cccc(Cl)c3Cl)cc2)CC1	?	-16%	-2	52%[activator]	-1	-11%
Cc1ccc(NC(=O)/C(=C\c2cccnc2)NC(=O)c2ccccc2)cc1	-5%	-17%	-4	48%[activator]	-14	8%
COc1cc2c(C(=O)NCCCOC(C)C)cn(CC(C)C)c(=O)c2cc1OC	8%	-28%	12	/	-7	1%
COc1ccc(Nc2ncccc2C(=O)NCc2ccccc2)cc1	/	?	6	?	2	-7%
O=C(CC1C(=O)OCC2CCCCN21)Nc1ccccc1C(F)(F)F (stereo unspecified)	12%	13%	1	-52%	18	22µM*
COc1ccc(-c2noc(=O)n2Cc2ccccc2F)cc1	-2%	-1%	1	?	-4	5%
COc1ccc(Nc2ncnc3c2cnn3-c2ccccc2)cc1OC	24%	?	0	?	11	4%
O=C(NC1CCCC1)c1cccc2c1C(=O)c1ccc(/C=C/c3ccccc3)cc1S2(=O)=O	?	-4%	/	1.9µM*	/	/
O=[N+]([O-])c1cccnc1Oc1ccc(F)cc1F	?	10%	1	?	1	3%
C=CCn1c(CSc2nnc(-c3ccccc3)n2C)n[nH]c1=S	?	6%	-6	-20%	2	?
O=C(CN1C(=O)C2CC=CCC2C1=O)Nc1ccc(OC(F)(F)F)cc1 (stereo unspecified)	15%	6%	/	-19%	/	/
C[C@]12C(=O)N(c3cccc(F)c3)C(=O)N1[C@@H]1c3ccccc3OC[C@@H]1[C@H]2c1ccccc1	?	?	0	8.3µM*	-8	-4%
CCOc1ccc(-c2cc(C(=O)NCCCN3CCCC3)c3ccccc3n2)cc1	12µM*	?	11	-7%	15	/
CCc1cccc2c(C(=O)COC(=O)c3nccnc3N)c[nH]c12	-2%	?	/	3%	/	/
FC(F)Sc1ccc(-n2c(-c3ccc(Cl)cc3)c[n+]3c2CCC3)cc1	?	5%	2	?	10	4%
CC(=O)NCc1nc2ccccc2n1Cc1ccccc1C	-8%	1%	1	?	-6	1%
CC(C)COC(=O)NC1c2ccccc2Oc2ccccc21	5%	-21%	-3	29%	2	4%
O=C(O)C(Cc1ccc(F)cc1)c1ccccc1 (stereo unspecified)	47%[activator]	13%	-2	3.3µM*	-1	-2%
Cn1c(NCCc2ccccc2)cc(=O)n(C)c1=O	-25%	0%	5	?	12	-4%
N#Cc1ccc(C23CC4(C2)[C@H](CN(CC2CCCCC2)[C@@H]4c2ccccc2)C3c2ccc(C(F)(F)F)cc2)cc1 (stereo partly specified)	10µM*	/	-1	?	-2	5%&-1%
COC(=O)COc1ccc2c(=O)c(-c3ccccc3OC)coc2c1	-2%	3%	-1	?	-1	-2%
O=C(Cn1cc(C(F)(F)F)ccc1=O)N/N=C/c1ccccc1O	?	?	2	-25%	-1	15%
CCCNC(=O)COC(=O)c1n[nH]c2ccccc12	14%	8%	1	19%	23	1%
O=C(O)c1cccc(S(=O)(=O)Nc2cc(Cl)ccc2Cl)c1	23%	12%	-2	1%	-8	27%
Cc1cccc(NCc2cc(Cl)cc(Cl)c2O)n1	10µM*	?	8	-1%	25	-8%
CC(Sc1ccc(S(=O)(=O)N2CCN(C)CC2)cn1)C(=O)NC1(C#N)CCCCC1 (stereo unspecified)	?	5%	/	-5%	/	/
CCOc1ccc(/C(O)=C2\C(=O)C(=O)N(c3ccc(OC)cc3)C2c2ccccc2[N+](=O)[O-])cc1 (stereo unspecified)	?	-15%	45*	111%[activator]	27*	?
CC(=O)c1ccc(Nc2ncnc3c2oc2ccccc23)cc1	215%[activator]	7%	57*	491%[activator]	66*	7%
CCOC(=O)C1=C(c2ccccc2)N(C)C(=O)NC1c1ccc(OC(F)F)c(OC)c1 (stereo unspecified)	?	10%	-3	23%	-14	4%
Cc1cc(C)cc(Oc2ccc(C(F)(F)F)cc2C#N)c1	/	24%	-2	30%[activator]	-5	2%
C=CCOc1ccccc1OC[C@H](O)CNC(C)C	-25%[12.8 µM]	/	/	?	/	-6%[21.7 µM]
COc1cc(SC)ccc1C(=O)N1CCN(Cc2ccc3c(c2)OCO3)CC1	-27%	?	-3	-65%	-7	-5%
Cc1ccc(SCC(=O)O/N=C(\N)c2cccnc2)cc1	28%	5%	17*	-19%	27	/
O=C(COc1ccc(S(=O)(=O)N2CCCC2)cc1)N1CCCC1	-30%	5%	-2	-2%	48	10%
CC(C)c1ccc(-n2nnnc2SCC(=O)NC2CC2)cc1	?	-14%	/	?	/	/
CCCCN(C(=O)c1cc2ccccc2o1)c1c(N)n(CC(C)C)c(=O)[nH]c1=O	5%	36%[activator]	-2	24%	-40	3%

Reformatted bar-delimited: entries from further up
SMILES | Pf growth 48h | HCV inhibitor | CHX counter | Pf growth 96h | Shiga inhibitor | FBPA Giardia inh
CC(=O)NCc1nc2ccccc2n1Cc1ccccc1C | -8% | 1% | 1 | ? | -6 | 1%
CC(C)COC(=O)NC1c2ccccc2Oc2ccccc21 | 5% | -21% | -3 | 29% | 2 | 4%
O=C(O)C(Cc1ccc(F)cc1)c1ccccc1 (stereo unspecified) | 47%[activator] | 13% | -2 | 3.3µM* | -1 | -2%
Cn1c(NCCc2ccccc2)cc(=O)n(C)c1=O | -25% | 0% | 5 | ? | 12 | -4%
N#Cc1ccc(C23CC4(C2)[C@H](CN(CC2CCCCC2)[C@@H]4c2ccccc2)C3c2ccc(C(F)(F)F)cc2)cc1 (stereo partly specified) | 10µM* | / | -1 | ? | -2 | 5%&-1%
COC(=O)COc1ccc2c(=O)c(-c3ccccc3OC)coc2c1 | -2% | 3% | -1 | ? | -1 | -2%
O=C(Cn1cc(C(F)(F)F)ccc1=O)N/N=C/c1ccccc1O | ? | ? | 2 | -25% | -1 | 15%
CCCNC(=O)COC(=O)c1n[nH]c2ccccc12 | 14% | 8% | 1 | 19% | 23 | 1%
O=C(O)c1cccc(S(=O)(=O)Nc2cc(Cl)ccc2Cl)c1 | 23% | 12% | -2 | 1% | -8 | 27%
Cc1cccc(NCc2cc(Cl)cc(Cl)c2O)n1 | 10µM* | ? | 8 | -1% | 25 | -8%
CC(Sc1ccc(S(=O)(=O)N2CCN(C)CC2)cn1)C(=O)NC1(C#N)CCCCC1 (stereo unspecified) | ? | 5% | / | -5% | / | /
CCOc1ccc(/C(O)=C2\C(=O)C(=O)N(c3ccc(OC)cc3)C2c2ccccc2[N+](=O)[O-])cc1 (stereo unspecified) | ? | -15% | 45* | 111%[activator] | 27* | ?
CC(=O)c1ccc(Nc2ncnc3c2oc2ccccc23)cc1 | 215%[activator] | 7% | 57* | 491%[activator] | 66* | 7%
CCOC(=O)C1=C(c2ccccc2)N(C)C(=O)NC1c1ccc(OC(F)F)c(OC)c1 (stereo unspecified) | ? | 10% | -3 | 23% | -14 | 4%
Cc1cc(C)cc(Oc2ccc(C(F)(F)F)cc2C#N)c1 | / | 24% | -2 | 30%[activator] | -5 | 2%
C=CCOc1ccccc1OC[C@H](O)CNC(C)C | -25%[12.8 µM] | / | / | ? | / | -6%[21.7 µM]
COc1cc(SC)ccc1C(=O)N1CCN(Cc2ccc3c(c2)OCO3)CC1 | -27% | ? | -3 | -65% | -7 | -5%
Cc1ccc(SCC(=O)O/N=C(\N)c2cccnc2)cc1 | 28% | 5% | 17* | -19% | 27 | /

More compounds follow.
SMILES	Pf growth 48h	HCV inhibitor	CHX counter	Pf growth 96h	Shiga inhibitor	FBPA Giardia inh
COc1ccc(S(=O)(=O)N2CCCC(C(=O)NCc3ccncc3)C2)cc1 (stereo unspecified)	-16%	-1%	-3	?	-3	6%
Cc1cc(C(=O)OCC(=O)NCCc2ccccc2)c2ccccc2n1	-5%	-25%	/	?	/	/
CN(C)NC(=O)C(NC(=O)c1ccc(N)cc1)C12CC3CC(CC(C3)C1)C2 (stereo unspecified)	-22%	9%	6	61%[activator]	1	-21%
CC(=O)Nc1ccc(S(=O)(=O)N2CCN(C(=O)N3CCCCC3)CC2)cc1	11%	8%	-4	?	/	3%
